Screening data deposited in PubChem BioAssay by National Center for Advancing Translational Sciences (NCATS).
MmCpn inh – Inhibitors of TCP-1 ring complex (TRiC) of Methanococcus maripaludis (MmCpn): qHTS. Potency, µM (highest dose often 76.9 µM), inactives show at the highest dose activity, negative = inhibition, actives largely listed as inhibitors. Chaperonin Mm-Cpn (Methanococcus maripaludis). purified Mm-Cpn ATPase, ADP Transcreener TR-FRET. 330,000 compounds, 0.031% hits; active = well fitted inhibition curve with a large enough effect; inconclusive = small, poorly fitted or top-dose-only effect; also: nearly all actives have a fitted effect of over 80% in size
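25 nM Mm-CPN + cpd, 10 min 37°C; + 10 uM ATP, 30 min 37°C; buffer 30 mM Tris pH 7.4, 100 mM KCl, 5 mM MgCl2, 1 mM DTT; Transcreener ADP HTRF detection 30 min RT.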
Numbers without * were called inactive; [ ] = dose if it differs, or a comment. % is scaled to controls: 0 for no effect and ±100 for the full control effect; potency is read from the fitted curve at half-maximal effect.

Results for CN(C)CCN(C(=O)c1ccc(N2C(=O)CCC2=O)cc1)c1nc2cc3c(cc2s1)OCCO3 ?
MmCpn inh: 5%

What do the screens show for `O=C1CCCCC1C(O)c1ccc(Cl)cc1` (stereo unspecified)?
MmCpn inh: -1%

Results for Cc1nnc(N/N=C/c2c(O)n(-c3cccc(C(F)(F)F)c3)c(=O)c3ccccc23)[nH]c1=O ?
MmCpn inh: -13%

How did O=C(O)c1ccc2c(c1)C(=O)N([C@H](Cc1ccc(F)cc1)C(=O)O)C2=O do in these assays?
MmCpn inh: 2%

What do the screens show for `C/C(=C\c1ccccc1)C1Nc2cccc3cccc(c23)N1`?
MmCpn inh: -1%

What do the screens show for `[O-][n+]1c2c(nc3c1-c1ccccc1C3O)CCCC2` (stereo unspecified)?
MmCpn inh: -4%

How did CCOC(=O)c1ccc2c(c1)C1C=CCC1C(C(=O)O)N2 (stereo unspecified) do in these assays?
MmCpn inh: -5%

What do the screens show for `NS(=O)(=O)c1ccc(CNC(=O)/C=C/c2c(Cl)cccc2Cl)cc1`?
MmCpn inh: -2%

What do the screens show for `Clc1ccccc1CSc1nncn1-c1cccnc1`?
MmCpn inh: 4%

How did Cc1ccccc1NC(=O)c1snc2c(=O)[nH]cnc12 do in these assays?
MmCpn inh: -3%

How did Cc1ccc(-n2c(SCC3CNC(=O)O3)nnc2-c2ccccc2)cc1C (stereo unspecified) do in these assays?
MmCpn inh: -1%

What do the screens show for `Cc1cccc(CCN2CCC(C(=O)c3ccc(NS(C)(=O)=O)cc3)CC2)n1`?
MmCpn inh: -3%

What do the screens show for `O=C1C([N+](=O)[O-])=C(O)c2cccc3cccc1c23`?
MmCpn inh: -11%

What do the screens show for `Cc1cccc(OCCOc2ccc(/C=N/NC(=O)Cc3nnc(N)s3)cc2)c1`?
MmCpn inh: -1%

What do the screens show for `CCN1CCN(c2ccc(NC(=O)c3cnccn3)cc2)CC1`?
MmCpn inh: -1%

What do the screens show for `Cc1n[nH]c(C)c1S(=O)(=O)N1CCCC(C(=O)Nc2ccc3c(c2)OCCO3)C1` (stereo unspecified)?
MmCpn inh: -1%

How did CN(C)[C@@H]1C(=O)C(C(=O)NCN2CCCC2)=C(O)[C@@]2(O)C(=O)C3=C(O)c4c(O)cccc4[C@@](C)(O)C3CC12 (stereo partly specified) do in these assays?
MmCpn inh: -5%

What do the screens show for `COC(=O)c1cc(-c2ccccc2)c2c(=O)n(C)c(=O)n(C)c2n1`?
MmCpn inh: 1%

Results for O=C1c2ccccc2C(=O)N1C/C=C/CN1C(=O)c2ccccc2C1=O ?
MmCpn inh: 0%

How did COC(=O)C1=C(N)n2c(s/c(=C\c3cccnc3)c2=O)=C(C(=O)OC)C1c1cccnc1 (stereo unspecified) do in these assays?
MmCpn inh: 0%

Results for COC(=O)c1[nH]c(C)c(/C(O)=C2\C(=O)C(=O)N(CCN(C)C)C2c2ccc(OC)cc2)c1C (stereo unspecified) ?
MmCpn inh: -1%

Results for CCC(O)CNc1nc(-n2nc(C)cc2C)nc2sc3c(c12)CCCC3 (stereo unspecified) ?
MmCpn inh: -1%

What do the screens show for `Cc1ccc(C2/C(=C(\O)c3ccc4c(c3)OCCO4)C(=O)C(=O)N2CCCN(C)C)o1` (stereo unspecified)?
MmCpn inh: -2%

How did CCOc1cc(NC(=O)c2ccco2)c(OCC)cc1NC(=O)CCc1ccc(OC)cc1 do in these assays?
MmCpn inh: 0%

Results for O=C(NCc1ccncc1)C(=O)NCC(c1ccccc1)c1ccccc1 ?
MmCpn inh: 5%

What do the screens show for `O=C(CSc1cccc[n+]1[O-])Nc1ccc(N2CCOCC2)cc1`?
MmCpn inh: 2%

Results for COc1ccc([C@]23Cc4ccccc4C(O2)c2c(cc(C)n(Cc4ccccc4)c2=O)O3)cc1 ?
MmCpn inh: -2%[15.4 µM]

How did CC(=O)Nc1ccc(SC[C@H](c2ccccc2)N2CCN(CCc3ccccc3)CCC2=O)cc1 do in these assays?
MmCpn inh: 1%

What do the screens show for `O=C(C1CCN(S(=O)(=O)c2cccc3cccnc23)CC1)N1CCN(C2CCCC2)CC1`?
MmCpn inh: 1%

What do the screens show for `O=C(CSc1nc(-c2ccccc2F)nc2nc[nH]c12)Nc1c(Cl)cc(Cl)cc1Cl`?
MmCpn inh: inconclusive

Looked up by compound from the entries so far, seven records:
What do the screens show for `COC(=O)c1cc(-c2ccccc2)c2c(=O)n(C)c(=O)n(C)c2n1`?
MmCpn inh: 1%

How did CN(C)[C@@H]1C(=O)C(C(=O)NCN2CCCC2)=C(O)[C@@]2(O)C(=O)C3=C(O)c4c(O)cccc4[C@@](C)(O)C3CC12 (stereo partly specified) do in these assays?
MmCpn inh: -5%

What do the screens show for `O=C(CSc1nc(-c2ccccc2F)nc2nc[nH]c12)Nc1c(Cl)cc(Cl)cc1Cl`?
MmCpn inh: inconclusive

What do the screens show for `O=C(C1CCN(S(=O)(=O)c2cccc3cccnc23)CC1)N1CCN(C2CCCC2)CC1`?
MmCpn inh: 1%

Results for O=C1c2ccccc2C(=O)N1C/C=C/CN1C(=O)c2ccccc2C1=O ?
MmCpn inh: 0%

How did CC(=O)Nc1ccc(SC[C@H](c2ccccc2)N2CCN(CCc3ccccc3)CCC2=O)cc1 do in these assays?
MmCpn inh: 1%

How did CCOc1cc(NC(=O)c2ccco2)c(OCC)cc1NC(=O)CCc1ccc(OC)cc1 do in these assays?
MmCpn inh: 0%

(further entries)
What do the screens show for `Cc1cc(C(=O)OCC(=O)c2ccc(Br)s2)c(C)o1`?
MmCpn inh: -25%

Results for O=C(NC1CCCCC1)C(c1ccc(Cl)cc1)N(C(=O)c1ccccn1)c1cccnc1 (stereo unspecified) ?
MmCpn inh: 0%

What do the screens show for `CCCNC(=O)OC[C@H]1O[C@H](CCO/N=C/[C@@H](OC)[C@H](C)/C=C/CC(=O)OC)C=C[C@@H]1Oc1ccc(OC)cc1`?
MmCpn inh: 1%

Results for CN1CCc2c(sc3ncn4nc(-c5ccccc5O)nc4c23)C1 ?
MmCpn inh: -2%

What do the screens show for `Cc1ccc(NC(=O)c2ccc(Cn3cc(Cl)cn3)o2)c(C)c1`?
MmCpn inh: 1%

How did O=C(Nc1ccc(F)c(Cl)c1)Nn1cnnc1 do in these assays?
MmCpn inh: 3%

Results for COC(=O)c1ccccc1OCCCOc1ccc(C)cc1OC ?
MmCpn inh: -1%

How did C(=C1/CCCC2=C1Nc1ncnn1C2c1ccccc1)/c1ccccc1 (stereo unspecified) do in these assays?
MmCpn inh: -24%

How did CCCc1nc2sc3ccccc3c(=O)c2c(=O)n1CCOC do in these assays?
MmCpn inh: 0%

Results for CCc1cc2c(=O)c(-c3ccc(F)cc3)c(C(F)(F)F)oc2cc1OCC(=O)O ?
MmCpn inh: -4%

What do the screens show for `Cn1c(=O)c2c3c(sc2n2c(SCC(=O)c4ccccc4)nnc12)COC(C)(C)C3`?
MmCpn inh: 0%

How did Cc1cccc(C(=O)O/N=C/c2c(N3CCOCC3)n(C)c3ccccc23)c1 do in these assays?
MmCpn inh: -1%

What do the screens show for `COc1ccc(O[C@H]2C=C[C@@H](c3ccccc3)O[C@@H]2COC(=O)CC/C(C)=N/O[C@@H](C)c2cn([C@H](CO)Cc3ccccc3)nn2)cc1`?
MmCpn inh: 2%

Results for Cc1ccc(S(=O)(=O)Nc2cccc(C(=O)Nc3cc(C)ccn3)c2)cc1 ?
MmCpn inh: -14%

Results for COc1ccc(/C(O)=C2/C(=O)C(=O)N(CCCN(C)C)C2c2ccccc2)cc1Cl (stereo unspecified) ?
MmCpn inh: -2%

Results for CCOC(=O)c1cc(-c2ccc(C)c([N+](=O)[O-])c2)nc2c1c(=O)n(C)c(=O)n2C ?
MmCpn inh: 4%

How did OC[C@H]1O[C@@H](Oc2cc(O)cc(/C=C/c3ccc(O)cc3)c2)[C@H](O)[C@@H](O)[C@@H]1O do in these assays?
MmCpn inh: 1%

How did COc1ccc(OC)c(NC(=O)CSc2nc3ccccc3c3nc4ccccc4n23)c1 do in these assays?
MmCpn inh: 0%

Results for COc1ccccc1C(=O)NCC(=O)NNc1ncnc(N)c1[N+](=O)[O-] ?
MmCpn inh: 1%

Results for Cc1nc(NC(=O)c2ccccc2)sc1-c1csc(Nc2ccc(Cl)cc2Cl)n1 ?
MmCpn inh: inconclusive

Results for O=C(/C=C/c1ccc2c(c1)OCO2)Nc1nc(-c2ccc(F)cc2)cs1 ?
MmCpn inh: -4%

What do the screens show for `COC/C=C/C1=CC2=CC(=O)C(C)(OC(=O)c3ccco3)C(=O)C2=CO1` (stereo unspecified)?
MmCpn inh: -2%

What do the screens show for `COc1ccc(OC)c(CC(NC(C)=O)C(=O)NC2CCN(c3nc(C)cc(C)c3C#N)CC2)c1` (stereo unspecified)?
MmCpn inh: -5%

What do the screens show for `Oc1c(Cl)cc(Cl)cc1C=Nc1ccccc1N1CCCC1`?
MmCpn inh: -3%

Results for CC(C)CNC(=O)c1ccc(Cl)c(N)c1 ?
MmCpn inh: -10%

What do the screens show for `CCSc1nc2c(sc3nc(C)cc(C)c32)c(=O)[nH]1`?
MmCpn inh: 0%

Results for COC(=O)C1=C(C)N(CCc2cc(OC)c(OC)c(OC)c2)C(=O)N[C@H]1c1ccc(Br)cc1 ?
MmCpn inh: 0%

What do the screens show for `CSc1ccccc1OCc1cc(C(=O)N2CCC(c3ccncc3)CC2)no1`?
MmCpn inh: -5%

How did N#C/C(=C\c1cn(Cc2ccccc2C#N)c2ccccc12)C(=O)NCc1cccs1 do in these assays?
MmCpn inh: 3%

How did O=S(=O)(c1cccc(-c2nn3c(-c4ccncc4)nnc3s2)c1)N1CCOCC1 do in these assays?
MmCpn inh: -2%

How did CCOC(=O)C1CCN(Cc2ccccn2)CC1 do in these assays?
MmCpn inh: 0%

How did O=C(CN1C(=O)COc2ccc(S(=O)(=O)N3CCCC3)cc21)NC1CCCCCCC1 do in these assays?
MmCpn inh: 0%

What do the screens show for `O=C(Cc1ccccc1)N[C@@H](Cc1ccc(O)cc1)C(=O)O`?
MmCpn inh: inconclusive

How did C/C=C/C=C/C(=O)Nc1cccc(C2=NOC3(C2)C[C@H](C(N)=O)N(C(=O)CC(c2ccccc2)c2ccccc2)C3)c1 (stereo partly specified) do in these assays?
MmCpn inh: 0%

How did COc1ccc(C(=O)Nc2nnc(CC(=O)N/N=C/c3ccc(O)cc3O)s2)cc1 do in these assays?
MmCpn inh: 2%

How did CC(=O)Nc1cccc(NC(=O)CSc2nnnn2C)c1 do in these assays?
MmCpn inh: 9%

Results for Cc1cc(C)n2cc(CSc3nnc(SCc4cn5c(C)cc(C)nc5n4)s3)nc2n1 ?
MmCpn inh: -2%

How did Cc1ccc2c(c1)-n1c(nc3cc(C)ccc3c1=O)C(Cc1ccccc1)NC2=O (stereo unspecified) do in these assays?
MmCpn inh: 0%

How did Cc1cccc(NC(=O)c2ccccc2OCC(=O)N2CCCC2)c1C do in these assays?
MmCpn inh: 2%

Results for COc1ccc(CCC(=O)Nc2nc(-c3ccncc3)cs2)cc1 ?
MmCpn inh: -1%

How did CCOC(=O)N1CCN(C(=O)CSc2nnc(-c3ccc(Cl)s3)o2)CC1 do in these assays?
MmCpn inh: -14%

Results for Cn1c(C(=O)N2CCCc3ccccc32)cc2c(=O)n3ccccc3nc21 ?
MmCpn inh: 0%

What do the screens show for `O=c1[nH]c(=O)n(Cc2ccc(Oc3ccccc3)cc2)cc1Br`?
MmCpn inh: 0%

Results for CCOc1ccc(-c2nn3c(-c4ccc(OC)cc4)nnc3s2)cc1 ?
MmCpn inh: 1%

How did C/C=C(\C)C(=O)N1CC2(CC(c3cccc(NC(=O)CC(c4ccccc4)c4ccccc4)c3)=NO2)C[C@H]1C(N)=O (stereo partly specified) do in these assays?
MmCpn inh: 0%

How did Cc1ccc(OCC(=O)n2cnnc2N)c(C)c1 do in these assays?
MmCpn inh: 2%

Results for CNC(=O)c1cc2c(=O)n3cc(C)ccc3nc2n(Cc2ccco2)c1=N ?
MmCpn inh: -2%

What do the screens show for `O=C(CSc1nc2[nH]ncc2c(=O)[nH]1)Nc1nccs1`?
MmCpn inh: -4%

How did CCOC(=O)C1=C(c2ccccc2)NC(=S)NC1c1ccc(Cl)c([N+](=O)[O-])c1 (stereo unspecified) do in these assays?
MmCpn inh: 1%

What do the screens show for `Cc1ccccc1C(=O)Oc1ccc(Sc2ccc(O)cc2)cc1`?
MmCpn inh: 1%

What do the screens show for `COc1ccc(CNC(=O)C2CCN(S(=O)(=O)c3cccc4cccnc34)CC2)cc1`?
MmCpn inh: 0%

What do the screens show for `CCOc1cccc(-c2nnc3sc(-c4cc(OC)c(OC)cc4OC)nn23)c1`?
MmCpn inh: -1%

What do the screens show for `C/C(=N\Nc1ccc(F)cc1F)c1ccc(F)cc1`?
MmCpn inh: 0%

What do the screens show for `Cc1ccccc1Nc1nc(-c2sc(NC(=O)c3ccccc3)nc2C)cs1`?
MmCpn inh: -5%

Results for N#Cc1c2ccc([N+](=O)[O-])cc2[n+]([O-])n1-c1ccccc1 ?
MmCpn inh: 0%

What do the screens show for `CN(CC(=O)Nc1ccc(F)c(F)c1F)c1cnccn1`?
MmCpn inh: 1%

Results for COCCNS(=O)(=O)c1cc(OC)c(Cl)cc1Cl ?
MmCpn inh: -1%

What do the screens show for `Cc1sc2nc(CSc3ccc([N+](=O)[O-])cc3)[nH]c(=O)c2c1C`?
MmCpn inh: -5%

How did CN1CCN(C(c2ccc(C(F)(F)F)cc2)c2cc(Cl)c3cccnc3c2O)CC1 (stereo unspecified) do in these assays?
MmCpn inh: 3%

What do the screens show for `CCN(CC)CCCN1C(=O)c2oc3ccccc3c(=O)c2C1c1cccs1` (stereo unspecified)?
MmCpn inh: -4%

What do the screens show for `CCOC(=O)c1ccc(NS(=O)(=O)c2ccc(Cl)nc2)cc1`?
MmCpn inh: -2%

How did COc1ccccc1CNC(=O)c1cn(C)c2ccc(S(=O)(=O)N3CCCCC3)cc2c1=O do in these assays?
MmCpn inh: -1%

These rows are one share of the data; count on the stated rates, not on these rows.
